CRFBP-R2 agonist: agonists of human CRF-binding protein/CRF-R2 receptor complex. HEK293 CRF-R2/CRF-BP, calcium dye fluorescence (FLIPR); percent of saturating CRF peptide response. activation, % at 13.2 µM. 350,000 tested, 0.46% active. AID 588473;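 active = activation of at least 50%, plus an integration ratio under a set limit after plate pattern correction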;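 note: plate controls were neutral control wells without compound for no effect and CRF at EC100 for full effect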
M4 PAM: positive allosteric modulators of human muscarinic M4 receptor; P08173; CHO-K1 hM4/Gqi5, Fluo-8 calcium fluorescence, ACh EC20; 0% = ACh EC20, 100% = maximal ACh; activation, % at 3 µM; 360,000 tested, 0.4% active;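 active = activation above its plate's cutoff, the mean activation of sample wells plus 3 SD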; note: some results filed as inactive read as strong as hits
PHOSPHO1 block: blocks human PHOSPHO1 phosphatase activity; Q8TCT1; inhibition, % at 13.3 µM; 290,000 tested, 1.1% active; recombinant PHOSPHO1, absorbance phosphatase assay; AID 1565; in the data active = inhibition above about 60%
p-CIP stab down: compounds decreasing mouse p/CIP protein stability; Q05BA5; F442A p/CIP-EGFP cells, EGFP fluorescence, 16 h; decrease of EGFP signal, % at 10 µM; 290,000 tested, 0.01% active; AID 1984;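 active = EGFP signal decrease of at least 30% at 10 µM or well 3 SD below plate mean, unless failing retest; inactive = the rest, including hits failing retest or dose response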; note: some compounds called inactive have numbers as strong as hits; many of its hits are not listed in these tables
Target sequence (Q05BA5 1-1403): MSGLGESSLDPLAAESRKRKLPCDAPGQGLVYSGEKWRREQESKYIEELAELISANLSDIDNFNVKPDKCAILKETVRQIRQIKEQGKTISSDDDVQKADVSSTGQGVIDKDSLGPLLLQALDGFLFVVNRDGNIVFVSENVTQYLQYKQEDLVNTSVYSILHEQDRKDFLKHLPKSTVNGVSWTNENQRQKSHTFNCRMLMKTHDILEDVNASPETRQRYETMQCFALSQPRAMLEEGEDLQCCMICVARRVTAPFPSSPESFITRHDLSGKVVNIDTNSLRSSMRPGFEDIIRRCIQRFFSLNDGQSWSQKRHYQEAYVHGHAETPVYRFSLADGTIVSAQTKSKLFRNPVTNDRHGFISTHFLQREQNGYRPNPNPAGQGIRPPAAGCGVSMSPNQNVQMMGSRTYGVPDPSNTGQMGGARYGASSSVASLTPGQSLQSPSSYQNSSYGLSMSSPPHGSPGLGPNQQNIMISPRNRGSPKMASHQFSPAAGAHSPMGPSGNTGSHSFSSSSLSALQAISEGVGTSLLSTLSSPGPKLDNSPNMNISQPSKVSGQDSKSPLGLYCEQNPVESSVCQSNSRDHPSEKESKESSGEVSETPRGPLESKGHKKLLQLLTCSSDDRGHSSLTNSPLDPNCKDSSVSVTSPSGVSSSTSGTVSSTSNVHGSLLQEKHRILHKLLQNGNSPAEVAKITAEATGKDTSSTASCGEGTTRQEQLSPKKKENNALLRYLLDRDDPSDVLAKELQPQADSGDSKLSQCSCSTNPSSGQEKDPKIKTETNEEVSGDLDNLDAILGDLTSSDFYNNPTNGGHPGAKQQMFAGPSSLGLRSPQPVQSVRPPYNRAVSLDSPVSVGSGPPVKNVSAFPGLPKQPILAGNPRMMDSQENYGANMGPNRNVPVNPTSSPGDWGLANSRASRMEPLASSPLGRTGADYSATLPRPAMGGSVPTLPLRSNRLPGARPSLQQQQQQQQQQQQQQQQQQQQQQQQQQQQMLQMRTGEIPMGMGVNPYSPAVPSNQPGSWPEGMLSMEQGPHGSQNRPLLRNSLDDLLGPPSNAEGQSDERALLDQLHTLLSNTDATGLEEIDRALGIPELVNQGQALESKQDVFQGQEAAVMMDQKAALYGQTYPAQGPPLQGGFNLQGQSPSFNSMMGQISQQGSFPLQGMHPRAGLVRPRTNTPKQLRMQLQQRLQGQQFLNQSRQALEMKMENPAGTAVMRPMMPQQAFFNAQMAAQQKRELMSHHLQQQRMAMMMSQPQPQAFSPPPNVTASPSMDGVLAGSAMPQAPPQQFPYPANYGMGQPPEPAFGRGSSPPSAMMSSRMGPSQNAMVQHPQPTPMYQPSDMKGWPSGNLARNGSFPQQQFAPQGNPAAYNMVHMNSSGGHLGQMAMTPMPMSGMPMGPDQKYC
MEKK3 PB1 HTS: MEKK3-MEK5 PB1 interaction, increase or decrease; Q99759; bead-based flow cytometry, Alexa488-MEK5 binding to MEKK3; actives lie on both sides; 0 = blocked by unlabeled MEK5, 100 = vehicle; binding response (% of control), % at 10 µM; 290,000 tested, 1.4% active; AID 1529;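 active = binding response more than 3 SD above or below the average of its plate-row segment, actives on both sides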;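 note: Alexa488 bead fluorescence after subtracting the streptavidin-only scavenger bead signal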
CRFBP-R2 block: CRF-BP/CRF-R2 complex antagonism. HEK293 CRF-R2/CRF-BP, CRF-induced calcium fluorescence. inhibition, % at 11.8 µM. 350,000 tested, 0.59% active;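 active = inhibition of the ligand-induced calcium signal above about 50% at the single tested concentration, limit read from the data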
GalR3 antag: antagonists of human GalR3; inhibition, % at 3 µM; O60755; HEK293 GalR3-CNG cAMP membrane potential fluorescence; galR3 body fused to GalR1 C-terminus; 360,000 tested, 0.44% active;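 active = inhibition above the screen-wide average plus 3 SD, cut at about 13% in these data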;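 note: forskolin and galanin both at EC90 stimulate the cells; cAMP rise reported by CNG channel membrane potential dye signal; 0% = forskolin plus galanin with DMSO and 100% = forskolin alone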
IDE cell inh: inhibitors of human insulin-degrading enzyme in cells. 320,000 tested, 0.41% active. HEK cells, FAbetaB cleavage, fluorescence polarization. inhibition, % at 5.59 µM;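 active = percent inhibition above the average of all tested compounds plus 3 SD, set per screening campaign, cut at about 16% in these data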;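 note: IDE supplied by intact live HEK cells; FP after avidin binding of uncleaved biotin substrate so inhibition keeps polarization high; 0% = DMSO wells and 100% = 60 µM reference IDE inhibitor Ii1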
IDE cell activ: IDE (human) activation, cell-based; P14735; HEK cells, FAbeta-B cleavage, fluorescence polarization; 0% vehicle, 100% cell-free pure enzyme wells; activation, % at 5.96 µM; 340,000 tested, 0.073% active;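 active = activation above the mean of all tested compounds plus 3 SD, set per screening campaign, cut at about 17% in these data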
Numbers without * were called inactive; nt = not tested or not shown.

IDE cell activ,MEKK3 PB1 HTS,CRFBP-R2 block,M4 PAM,GalR3 antag,CRFBP-R2 agonist,PHOSPHO1 block,p-CIP stab down,IDE cell inh,smiles
6,nt,-25,-17,-4,149*,nt,nt,4,Cc1cccc(C(=O)NNC(=S)NC(=O)c2ccccc2)c1
2,101,4,-8,-8,0.4,32,-13,-3,Cc1ccc(NC(=O)CN(C)C(=O)Cc2c(Cl)cccc2Cl)cc1
5,113,-12,-5,-3,-1.6,0,2,1,Cc1ccc(/C(=N/Nc2nc3ccccc3s2)C2=C(O)c3ccccc3C2=O)cc1
9,95,-48,3,6,62*,19,-6,2,C=CCn1c(=O)/c(=C/c2cc(OC)c(OC)c(OC)c2)s/c1=C(/C#N)c1nc2ccccc2n1C
5,97,-48,4,2,-2.9,40,-2,7,CC(C)[C@H](NC(=O)c1ccccc1Cl)C(=O)Nc1nc(-c2ccccn2)cs1
-1,97,-4,5,-3,-1.5,8,12,-1,CCN1CCN(C(=O)C(C)Nc2cc(Cl)c(OC)cc2OC)CC1 (configuration not stated)
3,nt,-4,13,0,-0.7,nt,nt,-2,Cc1cc(C(=O)OCC(=O)NC2CC2)c2ccccc2n1
3,95,11,-17,-8,2.4,18,-7,2,COc1ccc(NC(=O)Cn2c(=O)oc3ccccc32)cc1
nt,nt,-26,6,-1,-4.0,nt,nt,nt,O=C1C(=Cc2ccccc2[N+](=O)[O-])Cc2ccccc21
nt,101,-6,-3,-2,-0.2,11,-9,1,Cc1cccc(NC(=O)Cn2nnc3sc4c(c3c2=O)CC(C)(C)OC4)c1
4,102,-7,6,-3,-2.5,14,-6,2,CCN(CC)S(=O)(=O)c1ccc(NC(=O)c2ccc(Sc3nncn3C)c([N+](=O)[O-])c2)cc1
-8,94,4,-6,0,-1.2,-4,3,4,NC(=S)NNc1ccnc2cc(Cl)ccc12
-5,102,0,-2,0,3.5,18,-6,2,COc1ccc(NC(=O)Cn2nc3n(c2=S)CCC3)cc1
1,121,1,3,-2,-2.5,-7,6,2,Cn1c(N2CCN(C(=O)Nc3ccc(F)cc3)CC2)nc2ccccc21
4,103,2,-4,-10,-1.8,42,-4,2,O=c1[nH]c(NCCO)nnc1Cc1ccc(Cl)cc1

Some of the entries above, reformatted:
Value order – IDE cell activ	MEKK3 PB1 HTS	CRFBP-R2 block	M4 PAM	GalR3 antag	CRFBP-R2 agonist	PHOSPHO1 block	p-CIP stab down	IDE cell inh
> Cc1ccc(NC(=O)CN(C)C(=O)Cc2c(Cl)cccc2Cl)cc1
  2	101	4	-8	-8	0.4	32	-13	-3
> Cc1cccc(NC(=O)Cn2nnc3sc4c(c3c2=O)CC(C)(C)OC4)c1
  nt	101	-6	-3	-2	-0.2	11	-9	1
> COc1ccc(NC(=O)Cn2c(=O)oc3ccccc32)cc1
  3	95	11	-17	-8	2.4	18	-7	2
> O=c1[nH]c(NCCO)nnc1Cc1ccc(Cl)cc1
  4	103	2	-4	-10	-1.8	42	-4	2

The list continues:
IDE cell activ,MEKK3 PB1 HTS,CRFBP-R2 block,M4 PAM,GalR3 antag,CRFBP-R2 agonist,PHOSPHO1 block,p-CIP stab down,IDE cell inh,smiles
0,nt,-24,14,-5,-2.2,nt,nt,nt,Cc1ccc(-n2cnc3c(=O)[nH]cnc32)cc1
2,103,8,-5,-3,2.4,1,-26,9,CC(=O)n1cc([C@@H]2C=C(C(=O)N3CCN(Cc4ccc5c(c4)OCO5)CC3)O[C@H](OCc3ccc(CO)cc3)C2)c2ccccc21
3,103,-13,-2,0,-1.0,26,-6,6,CCCSc1nc(C)cc(C)c1S(C)(=O)=O
0,99,2,0,-9,0.9,20,-3,-5,CC(C)(C)C(C(=O)O)N1CCS(=O)(=O)CC1 (configuration not stated)
9,nt,11,-11,-3,1.3,nt,nt,nt,CC[C@]12c3[nH]c4ccc(Cl)cc4c3CCN1C(=O)[C@@H](CC(=O)NCC13CC4CC(CC(C4)C1)C3)C[C@@H]2C(=O)N1CCN(C(=O)c2ccco2)CC1
3,103,1,-2,-10,-0.4,14,-8,-5,O=C(Oc1ccc(Cl)c2cccnc12)c1cccnc1
5,108,19,0,-6,-3.4,-1,-1,-7,CCCCCC(=O)N/N=C/c1ccc(N(C)C)cc1
4,101,3,-5,1,-3.4,2,5,-1,CSc1ccn(CCC(=O)O)c(=O)n1
-3,106,3,-1,-8,-2.1,16,-4,-7,CCOC(=O)c1sc(=S)n(-c2ccc(C)cc2)c1N
8,nt,16,-2,-8,-0.9,nt,nt,-1,C=CCC[C@@H](Cc1ccc(F)cc1)C(=O)OC[C@@H]1CCCN1C(=O)[C@@H](CC=C)CC(=O)N(CCO)Cc1ccccc1
4,106,-2,2,-4,-1.8,nt,nt,-5,CCOC(=O)C1=C(C)N(CCCCCC(=O)O)C(=O)NC1c1ccccc1OS(=O)(=O)c1ccc(C)cc1 (configuration not stated)
1,99,-3,0,-4,-1.1,48,4,1,CC1Cc2ccccc2N1C(=O)CSCC(=O)O (configuration not stated)
7,100,8,13,1,-2.0,-5,6,10,COc1ccc(NC(=O)Cc2ccccc2F)cn1
-1,107,-9,2,5,0.3,-10,-8,-2,NC(=O)N/N=C/c1ccc(OCc2cccc(Cl)c2)cc1
6,100,-11,-6,-8,0.1,11,5,2,CCOC(=O)C/C(=N\Nc1ncnc2ccccc12)c1ccccc1
-4,103,17,-3,-6,-1.6,25,0,9,CCSc1ccccc1C(=O)NCc1ccc(S(N)(=O)=O)cc1
3,99,-16,-1,-9,0.6,36,6,-4,CCn1c(SCC(=O)NC2CCCC2)nnc1C(C)NC(=O)c1ccccc1F (configuration not stated)
2,104,-4,9,-4,0.9,20,-8,-6,CCN1CCN(C(=O)C(N)Cc2ccccc2)CC1 (configuration not stated)
1,93,11,1,-7,-0.7,30,8,-4,NC(=O)CN(Cc1ccccc1)S(=O)(=O)c1ccc2c(c1)OCCO2
-2,100,-10,-1,-5,0.1,-3,-3,3,CC1CCc2cc(F)ccc2N1C(=O)CSc1nnc2c3cc(F)ccc3n(C)c2n1 (configuration not stated)
2,100,-9,-7,-1,-1.0,6,-50,-1,CCCNC(=O)C/C(C)=N/NC(=O)COc1ccc(C)cc1Br
4,103,-35,7,-1,2.7,16,-5,-3,CN(C)S(=O)(=O)c1ccc(N2CCN(S(=O)(=O)c3ccc(F)cc3)CC2)c(Cl)c1
1,nt,3,3,2,-1.5,nt,nt,-2,COC(=O)c1ccccc1NC(=O)Cn1cnc2c1c(=O)n(C)c(=O)n2C
nt,92,-2,nt,-3,-0.7,-4,-6,-3,Cc1nn(C)c(C)c1/C=N/NC(=O)c1csc2ccccc12
4,87,-31,4,-5,-0.4,10,0,4,O=C(NC(=S)Nc1ccc2c(c1)OCCO2)c1cccc2ccccc12
-6,82,16,-2,1,-0.9,19,-10,-1,Cc1ccnc(NC(=O)Cc2ccc([N+](=O)[O-])cc2)c1
-2,93,-8,-2,4,0.7,8,2,-1,O=C(CSc1nnc2sc3ccccc3n12)NCc1ccc2c(c1)OCO2
7,106,-5,18,-5,0.4,-21,-8,-1,Cc1cccc2cc(CN(Cc3cccnc3)C(=O)c3ccncc3)c(=O)[nH]c12
2,100,-6,-6,3,-0.2,55,2,3,CC(=O)c1ccc(N(CC(=O)NC2CCCC2)C(=O)CCC(=O)Nc2cc(C)on2)cc1
2,112,0,0,-4,1.0,-32,4,3,Cc1ccc(OCC(=O)N/N=C\c2ccncc2)c(C)c1
-3,102,6,-9,-8,-3.5,7,7,1,Cc1ccc(S(=O)(=O)N2CCOCC2)cc1NC(=O)COC(=O)CNC(=O)c1ccccc1
10,105,15,-2,3,-2.1,7,4,4,CCOc1ccc(S(=O)(=O)Nc2cc(Cl)ccc2O)cc1
1,100,-11,0,-12,-3.1,nt,-20,3,COc1cccc(CNC(=O)CSc2nc3ccc(C)cc3[nH]2)c1
-2,95,-5,-1,-8,1.6,35,8,0,COCCCNC(=O)c1ccc2nc3ccccc3c(=O)n2c1
3,105,-6,-3,-3,-1.6,-2,3,-1,Cc1ccc([N+](=O)[O-])cc1NC(=S)NC(=O)c1ccco1
5,103,-12,6,-3,-0.4,-15,3,6,CC(=O)Nc1ccc(C(=O)Cn2c3[n+](c4c(F)c(F)ccc42)CCCCC3)cc1
-1,nt,10,2,0,-0.2,nt,nt,5,Cc1ccc(NC(=O)C2CC2C)cc1S(=O)(=O)N1CCOCC1 (configuration not stated)
0,99,-4,3,-6,0.3,-29,-7,2,O=S(=O)(Nc1ncccc1O)c1ccc(Cl)cc1
2,98,4,-2,-2,-0.4,23,-6,10,O=C(O)CCCn1cc(NC(=O)COc2ccc(F)cc2F)cn1
4,90,20,4,-4,-3.3,-11,4,2,O=C(CSc1nnc2c(n1)[nH]c1ccc(S(=O)(=O)N3CCOCC3)cc12)Nc1ccccc1Cl
6,114,31,2,-4,-1.9,-7,1,-1,CCOc1ccc(CC(=O)Nc2c(C(=O)Nc3ccccc3)oc3ccccc23)cc1OCC
6,104,-22,-17,-2,1.8,41,-9,1,CC1CN(C(=O)CCC(=O)N2CCN(c3cccc(C(F)(F)F)c3)CC2)c2ccccc2O1 (configuration not stated)
6,98,-29,2,-9,50,2,-4,-7,CCNc1cccc2c1C(=O)N(C)C2=O
1,105,10,0,-2,-1.2,-9,-26,7,CCOC(=O)N1CCC(N2C(=O)c3cc(C(=O)NC4CCCCC4)ccc3C2O)CC1 (configuration not stated)
6,101,-6,3,-6,0.7,38,-1,-5,Cc1[nH]c(C)c(S(=O)(=O)N2CCCCC2)c1C(=O)N1CCCCC1

Three compounds from above, sorted by the number in GalR3 antag, smallest number first:
structure | GalR3 antag
CC1CCc2cc(F)ccc2N1C(=O)CSc1nnc2c3cc(F)ccc3n(C)c2n1 (configuration not stated) | -5
CCN1CCN(C(=O)C(C)Nc2cc(Cl)c(OC)cc2OC)CC1 (configuration not stated) | -3
COc1ccc(NC(=O)Cc2ccccc2F)cn1 | 1

Following part.
IDE cell activ,MEKK3 PB1 HTS,CRFBP-R2 block,M4 PAM,GalR3 antag,CRFBP-R2 agonist,PHOSPHO1 block,p-CIP stab down,IDE cell inh,smiles
-3,108,-6,-1,-1,4.4,6,-32,6,O=C(Cc1ccccc1F)NCC(c1ccco1)N1CCCCC1 (configuration not stated)
2,nt,-1,-8,-6,-1.3,nt,nt,9,O=C(NCC(c1ccco1)N1CCCCC1)c1ccc(S(=O)(=O)Nc2ccccc2Cl)cc1 (configuration not stated)
-5,95,-2,19,-2,1.4,6,7,-2,O=C(CCCOc1ccc(Cl)cc1Cl)N/N=C/c1ccco1
7,104,-5,6,-6,0.9,34,3,-4,O=C(O)CN1C(=O)c2ccc(C(=O)c3ccccc3)cc2C1=O
2,nt,-12,3,-2,-1.6,nt,nt,nt,CCC1(c2ccccc2)SC(=O)NC1=O (configuration not stated)
6,101,-1,8,-9,-0.6,14,7,2,Cc1cc(NC(=O)C2CC(=O)N(c3ccccc3Cl)C2)no1 (configuration not stated)
-3,140*,-2,-1,0,-1.5,-9,-23,-4,Cc1nc(C)c(C(=O)NNS(=O)(=O)c2ccccc2)s1
0,106,-8,4,-5,-2.7,-1,-4,nt,Cc1cc(-c2n[nH]c(=S)n2/N=C/c2cc([N+](=O)[O-])ccc2Cl)n[nH]1
10,106,-24,-14,-6,1.4,nt,6,nt,Cc1cc(NC(=O)c2ccc(F)c(S(=O)(=O)N3CCCCC3)c2)no1
7,84,7,-2,-8,-0.8,40,-7,3,CC1=CC(=O)C2=C(C)CC[C@@H]3[C@H](OC(=O)[C@H]3C)[C@@H]12
8,108,-8,6,-6,-0.7,39,-10,-3,CCn1ccnc1CN(C)Cc1cn(-c2cc(C)ccc2C)nc1-c1ccccc1
